PPC-1+TRAIL kill – PPC-1 cancer cell killing with TRAIL present; PPC-1 cells + TRAIL, ATPLite viability luminescence; cell killing (% activity), % at 4 µM; 0.41% of 220,000 active;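 active = cell killing above 50% in the first pass at 4 µM, then a duplicate retest at 5 µM averaging 50% or more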;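 also: plate controls were cells with TRAIL plus DMSO for no effect and medium-only wells lacking cells for full effect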
Ba/F3 V617F tox – lowers viability of Ba/F3 cells expressing EpoR and JAK2V617F. inhibition, % at 5.6 µM. ATP luminescence. 1.1% of 220,000 active;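 active = inhibition above the campaign mean plus 3 SD over all tested compounds, cut at about 24% in these data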;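 also: cytokine-independent growth of Ba/F3 cells driven by EpoR plus mutant JAK2; 0% = DMSO-treated cells and 100% = JAK inhibitor I control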
RBBP9 inh – blocks human serine hydrolase RBBP9; recombinant RBBP9, FP-Rh probe fluorescence polarization; AID 1515; inhibition, % at 7.94 µM; 0.2% of 220,000 active;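 active = inhibition above the campaign mean of all tested compounds plus 3 SD, cut at about 14% in these data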;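 also: plate controls were DMSO wells with RBBP9 for no effect and wells lacking RBBP9 protein for full effect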
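System: RBBP9 protein | Quantity: 2.5 µM RBBP9 dispensing solution, before mixing | Reagent: FP-Rh probe, 375 nM dispensing solution | Timing: Enzyme-compound preincubation 30 min, then probe labeling 45 min, 25 °C | Measured by: Fluorescence polarization | Read-out: % inhibition | Replication: One well per compound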
p47phox inh – blocks human p47phox regulatory protein of NADPH oxidases | P14598 | 0.53% of 220,000 active | p47phox/p22phox peptide binding, fluorescence polarization, 2 h | inhibition, % at 24.7 µM;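 active = inhibition above about 30%, limit read from the data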;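 also: 0% = p47phox with labelled peptide and 100% = labelled peptide alone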
Tb hexokinase – T. brucei hexokinase 1 inhibition. recombinant TbHK1, G6PDH-coupled NADH A340. 0.11% of 220,000 active. inhibition, % at 10 µM. AID 1430;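 active = inhibition of 50% or more in the single-dose primary screen; inactive = inhibition below 50%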
PGE2 EP2 inh – blocks the human prostaglandin E2 receptor EP2 | inhibition, % at 25 µM | 0.52% of 260,000 active | AID 1422 | C6 glioma cells expressing human EP2, cAMP TR-FRET; cells stimulated with saturating PGE2 | P43116;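 active = percent inhibition above 40 after rounding to a whole number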;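 also: rat C6 glioma host cells with rolipram phosphodiesterase inhibitor present; the protocol text gives 20 µM as final concentration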
Target sequence (P43116 whole entry, looked up): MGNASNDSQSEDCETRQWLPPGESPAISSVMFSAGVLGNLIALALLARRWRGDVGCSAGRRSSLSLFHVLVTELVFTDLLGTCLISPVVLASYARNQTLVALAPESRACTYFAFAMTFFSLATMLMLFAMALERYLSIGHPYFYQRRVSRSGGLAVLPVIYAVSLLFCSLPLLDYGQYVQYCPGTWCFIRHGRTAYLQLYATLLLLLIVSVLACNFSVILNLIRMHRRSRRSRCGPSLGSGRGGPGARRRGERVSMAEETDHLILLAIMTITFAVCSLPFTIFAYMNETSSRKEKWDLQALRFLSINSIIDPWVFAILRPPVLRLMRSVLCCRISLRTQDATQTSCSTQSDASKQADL
Furin inh – human furin inhibition | P09958 | purified furin, fluorogenic substrate cleavage | inhibition, % at 30 µM | 0.061% of 220,000 active | AID 463115; in the data active = inhibition above about 25%; also: inactives centre near -15
Target sequence (P09958 108-714 limits assumed): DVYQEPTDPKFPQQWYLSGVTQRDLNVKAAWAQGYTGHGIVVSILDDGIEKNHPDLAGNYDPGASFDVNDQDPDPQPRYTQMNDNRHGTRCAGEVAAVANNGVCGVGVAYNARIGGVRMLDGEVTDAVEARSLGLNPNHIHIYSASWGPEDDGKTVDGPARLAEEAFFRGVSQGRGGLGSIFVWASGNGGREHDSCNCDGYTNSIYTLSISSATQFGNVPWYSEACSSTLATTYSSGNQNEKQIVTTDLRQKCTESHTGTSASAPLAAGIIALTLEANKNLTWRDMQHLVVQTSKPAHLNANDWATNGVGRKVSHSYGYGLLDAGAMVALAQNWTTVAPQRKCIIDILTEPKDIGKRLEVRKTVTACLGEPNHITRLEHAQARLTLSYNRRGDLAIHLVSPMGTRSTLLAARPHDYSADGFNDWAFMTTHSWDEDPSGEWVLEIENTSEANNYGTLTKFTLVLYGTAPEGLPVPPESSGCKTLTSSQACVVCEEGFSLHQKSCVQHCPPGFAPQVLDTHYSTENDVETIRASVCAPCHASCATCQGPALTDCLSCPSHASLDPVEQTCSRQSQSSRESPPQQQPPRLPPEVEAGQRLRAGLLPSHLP
p97 ATPase inh – blocks human p97 ATPase activity | inhibition, % at 8 µM | 0.42% of 220,000 active | AID 1481 | recombinant p97 ATPase, Kinase-Glo ATP luminescence, 3 h; in the data active = inhibition above about 15%;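 also: 0% = DMSO vehicle and 100% = wells lacking enzyme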
BaF3 tox – counter-screen for JAK2V617F inhibitors: parental Ba/F3 viability inhibitors; CellTiter-Glo ATP luminescence; inhibition, % at 5.6 µM; 1.1% of 220,000 active; AID 1486;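 active = inhibition above a per-campaign cutoff, the mean inhibition of all tested compounds plus 3 SD, cut at about 27% in these data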;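 also: 0% = DMSO wells and 100% = JAK Inhibitor I control wells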
* = called active by the depositor; x = no result given; & = joins results of further samples; [ ] = dose if it differs, or a comment.

SMILES	PPC-1+TRAIL kill	Ba/F3 V617F tox	RBBP9 inh	p47phox inh	Tb hexokinase	PGE2 EP2 inh	Furin inh	p97 ATPase inh	BaF3 tox
CNC(=O)c1c(NC(=O)c2cccc(N3C(=O)CCC3=O)c2)sc2c1CCC2	34.4	0.6	8.2	-15.5	-6.6	5.4	-4.2	3.9	1.5
O=C(Nc1ccccc1NC(=O)C1CCCO1)c1ccco1 (stereo unspecified)	-4.1	1.0	-4.7	-10.3	-0.2	2.7	-20.5	3.4	3.9
Cn1c2ccccc2c2ncn(CCC3=CCCCC3)c(=O)c21	-4.6	0.7	-11.2	-15.3	-5.6	5.2	-12.5	-7.6	5.4
CC1(C)CC2(CCO1)CNC(=O)O2 (stereo unspecified)	15.1	-3.6	2.4	-11.0	5.1	2.9	-10.1	4.5	0.3
CCN(CC)S(=O)(=O)c1cccc(-c2nnc(SCC(N)=O)n2C)c1	3.9	-3.5	0.4	-12.2	0.9	10.7	-21.7	1.9	-2.3
COCCn1c(N)c(C(=O)NS(=O)(=O)c2ccc(C)cc2)c(=O)[nH]c1=O	11.4	9.0	0.0	-5.4	7.6	6.2	-6.6	-2.3	7.1
CC1CCN(S(=O)(=O)c2ccc(NC(=O)CN3CCOCC3)cc2)CC1	10.1	1.5	4.7	-2.2	-2.0	9.4&2.8	-10.3[20 µM]	-2.9	6.5
COC(=O)c1c(N2C(=O)[C@H]3[C@@H](C2=O)[C@]2(C(=O)Nc4ccccc42)N2CCC[C@@H]32)sc(C)c1C	-11.6	0.9	-9.6	-11.6	-4.7	12.4	-21.3	-0.3	3.7
COCC(=O)N(Cc1cc2ccccc2[nH]c1=O)c1ccc(OC)cc1	1.0	4.1	0.1	-2.6	-16.1	14.9	-7.1	-0.7	5.9
O=C(NCCCOc1cccc(CN2CCCCC2)c1)c1ccc(Cl)c(Cl)c1	33.1	-0.4	-8.1	-17.7	7.5	-0.4	-6.8	4.0	5.1
O=C(CCn1nc(-c2ccc(Cl)cc2)ccc1=O)N1CCN(c2ccccn2)CC1	1.7	0.6	-11.9	-14.0	4.9	x	-15.8[20 µM]	-1.0	4.2
COc1ccc(NC(=O)CN2CCN(c3ccc(F)cc3)CC2)cc1Cl	2.8	0.5	-6.3	-9.2	-3.9	22.3	-14.3	-2.9	-1.1
CCOc1ccccc1OCCn1nnc2ccccc21	2.5	2.3	-13.8	-5.2	-1.6	10.9	-12.1[20 µM]	-3.6	2.8
O=C(O)/C=C/C(=O)Nc1ccc(OC(F)F)cc1	5.1	0.2	0.5	6.5	-2.6	5.3	-19.7	2.7	8.0
COCCn1c(Cc2cccn2C)nnc1SCC(=O)NCc1ccc2c(c1)OCO2	2.0	3.7	-6.0	6.5	2.3	7.2	1.2	-2.3	5.7
Fc1ccc(NC(=S)N2CCOCC2)cc1Cl	2.8	96.6*	-1.7	0.1	-1.9	8.2	-10.5	5.0	100.3*
Cc1ccc(C)c(OCc2nc3ccccc3[nH]2)c1	4.7	0.2	-4.0	-19.5	2.4	8.6	-16.4	1.6	3.6
CCNc1nc(SCCOc2ccc(C)cc2)nc(N(C)C)n1	13.6	-1.5	-6.1	-9.7	2.3	4.0	-30.4	0.4	1.0
Clc1ccc(-[n+]2c(-c3cccc(Br)c3)[nH]c3nc4ccccc4nc32)cc1	-1.2	-2.9	-7.0	-19.3	-22.6	9.5	-9.8	10.8	-0.5
COc1cccc(C(=O)NCCn2ccc3ccccc32)c1	4.0	5.5	-0.3	-14.8	5.1	12.8	-12.9	-2.5	14.8
CC1=C(C(=O)OC(C)C)C(c2cccs2)n2ncnc2N1 (stereo unspecified)	-11.3	-3.5	-12.2	-11.7	2.7	8.4	-25.9	-0.1	1.4
O=C(c1nc2ccccn2c1CNCCCn1nnc2ccccc21)N1CCOCC1	5.9	3.3	-7.0	-2.1	9.2	2.2	-2.7	-10.5	2.2
Cc1nnc(SCC(=O)Nc2sccc2C#N)n1Cc1ccccc1	29.4	3.4	10.8	-7.3	-5.9	8.2	-15.2[20 µM]	-0.5	5.4
COc1ccc(CNc2cc(NCCCO)c([N+](=O)[O-])c3nonc23)cc1	27.6	0.8	-11.7	-1.4	-18.5	5.4	-15.9	-1.9	7.6
CCOC(=O)c1cccc(S(=O)(=O)N2CCOCC2)c1	14.2	-0.5	2.4	9.0	-2.0	3.9	-20.2	3.1	5.9
O=C(Nc1cccc(F)c1)c1ccccc1	13.1	-3.4	0.6	-6.0	-10.9	3.5	-13.4[20 µM]	0.7	0.8
O=C(O)CC1S/C(=N/N=C/c2ccccn2)NC1=O (stereo unspecified)	18.3	-1.7	2.9	-4.8	-46.1	2.5	-19.3	4.0	3.1
Cc1ccc(CSc2nnc(-c3ccco3)n2N)cc1	22.7	1.1	3.5	0.6	27.5	6.1	-20.9	1.3	4.8
Nc1cc(N)nc(SCc2ccccc2)n1	11.3	1.4	-1.7	-11.3	-7.0	5.3	-30.1[20 µM]	1.7	3.0
CC12CCC(C(=O)NCc3ccccc3Cl)(CC1=O)C2(C)C (stereo unspecified)	18.0	2.2	-3.9	3.5	8.0	5.8	-9.2	3.8	2.6
COCCn1c(-c2ccc(OC(F)(F)C(F)C(F)(F)F)cc2)nc2c1c(=O)[nH]c(=O)n2CC(C)C (stereo unspecified)	8.3	0.0	-6.0	-9.6	-10.5	8.9	-24.3[20 µM]	0.3	7.8
COc1cccc(C(c2nnnn2Cc2ccc(F)cc2)N2CCC(C(N)=O)CC2)c1OC (stereo unspecified)	12.8	-2.2	-0.6	-9.2	6.9	15.5	-7.0	1.0	2.5
Cc1ccc(-n2cc(CN3CCNC(=O)CC3)c(-c3ccc(F)cc3)n2)cc1	-3.9	-4.7	-3.4	-1.1	-9.4	11.6	-9.3	-0.6	-2.4
Cc1c(NC(=O)COC(=O)c2cc(-c3ccc(-c4ccccc4)cc3)nc3ccccc23)c(=O)n(-c2ccccc2)n1C	81.1*	30.1*	-5.9	-13.1	-17.1	9.1	-8.9	3.0	20.7
COc1ccc(C2(CNC(=O)/C=C/c3ccco3)CCCC2)cc1OC	5.3	2.3	-6.5	-4.2	-4.8	10.1	-5.7[20 µM]	-7.0	4.6
COc1cccc2c(=O)n(CC(=O)NC3CCCC3)ccc12	12.8	-4.1	-9.4	9.4	-7.1	6.5	-18.2	-0.4	-1.1
CCOC(=O)c1ccc(NC(=O)NC2CC3CCC(C2)N3Cc2nnnn2C(C)(C)C)cc1 (stereo unspecified)	1.8	-0.1	4.7	15.2	-8.3	10.3	-10.3	1.9	-1.1
Cc1cccc(N2CCN(C(=O)c3cc(C)oc3C)CC2C)c1 (stereo unspecified)	-1.9	5.1	-8.5	-7.2	40.0	7.1	3.1	-4.5	6.7
CCOCCCn1c(=S)[nH]c2ncccc2c1=O	-1.7	0.8	-13.3	-0.1	-7.3	x	-21.7	5.6	6.4
COc1ccc(-c2cn3cccc(C)c3n2)cc1F	8.2	4.8	-2.9	0.5	4.4	10.0	-12.6	-7.1	10.9
Cc1noc(C)c1CSc1nnc(-c2ccccc2)n1N	-2.7	-5.5	5.7	-19.0	-5.7	18.8	-14.9[20 µM]	0.6	1.0
CCOC(=O)Cc1csc(SCC(=O)Nc2cc(Cl)ccc2Oc2ccccc2)n1	24.2	-0.2	-4.5	-10.3	11.0	6.7	3.2[20 µM]	-2.4	4.4
O=c1nc2c(O)cccn2c2c1c(=O)[nH]c1ccccc12	16.6	0.1	-5.4	-7.3	55.6*	13.6&12.0	-29.4	12.4	4.6
Cc1ccc(-c2c3c(=O)n(C)c(=O)n(C)c3cn2Cc2cccnc2)cc1	17.8	0.7	-0.5	-5.7	-1.0	3.4	-19.3	4.1	3.8
Cc1cc(C)cc(N2C(=O)C3C4C=CC(C4)C3C2=O)c1 (stereo unspecified)	-3.0	-3.4	-2.8	-19.3	0.3	-1.1	13.1[20 µM]	-1.6	-0.5
CCSc1ccccc1C(=O)Nc1ccc([N+](=O)[O-])cc1OC	13.8	-2.9	-1.5	2.5	-8.7	-0.1	-9.9	3.6	1.7
Cn1nnnc1SCC(=O)c1c(N)n(C)c(=O)n(C)c1=O	9.2	-0.2	0.0	-10.2	6.9	10.4	-18.6	7.5	0.6
COC(=O)c1sc(NC(=O)/C=C/c2ccccc2Cl)nc1C	20.5	-2.5	-10.9	5.0	-12.4	7.2	-6.0	2.6	2.9
CC12CCC(C(=O)Nc3cccc(NC(=O)C45CCC(C)(C(=O)O4)C5(C)C)n3)(OC1=O)C2(C)C	0.0	2.2	-4.7	-9.8	-3.8	16.6	-11.3[20 µM]	-6.3	2.4
COc1ccc(NC(=O)N[C@@H](CCSC)C(=O)O)cc1OC	3.8	-2.8	-7.8	1.1	-5.8	4.8	-15.5	2.9	-2.3
COc1ccc(CNC(=O)c2ccccc2C(=O)O)cc1	24.6	1.2	-6.5	-5.0	0.5	2.4	-13.7	-1.9	6.1
Cc1ccc(-c2cnc(N)n2C)cc1C	2.4	-3.5	5.6	4.3	10.4	5.8	-15.2	2.0	0.6
CCCCCCCCN1C(=O)C(O)=C(C(C)=O)C1c1ccccn1 (stereo unspecified)	7.4	-3.0	-3.1	-5.6	-15.9	14.8	18.2[20 µM]	-0.5	3.3
COc1ccc(NC(=O)CSc2nnc(C3CCCCC3)o2)c(OC)c1	18.8	-2.4	3.9	-7.1	2.8	3.9	-13.8[20 µM]	0.1	0.8
CC(C)(C)OC(=O)N[C@@H](Cc1ccccc1)c1nnc(SCC(N)=O)o1	12.0	1.5	-6.2	-2.3	-9.7	7.2	-26.6	2.4	2.4
CN(Cc1ccccc1)c1ncc(C=O)s1	6.1	2.9	-1.1	0.3	-53.3	5.6	-5.1	4.3	4.5
CCCCC(=O)Nc1ccc(C(=O)NCc2ccncc2)cc1	-10.7	-5.2	-4.6	-6.4	-0.2	1.5	-25.2[20 µM]	0.4	-2.8
CC(=O)N1CCN(CC(=O)Nc2sccc2C#N)CC1	-0.9	1.2	-3.0	3.0	-10.7	6.4	-21.2	-1.3	1.9

Three of these compounds, reformatted:
> Cc1ccc(-c2cnc(N)n2C)cc1C
  PPC-1+TRAIL kill: 2.4
  Ba/F3 V617F tox: -3.5
  RBBP9 inh: 5.6
  p47phox inh: 4.3
  Tb hexokinase: 10.4
  PGE2 EP2 inh: 5.8
  Furin inh: -15.2
  p97 ATPase inh: 2.0
  BaF3 tox: 0.6
> CC(C)(C)OC(=O)N[C@@H](Cc1ccccc1)c1nnc(SCC(N)=O)o1
  PPC-1+TRAIL kill: 12.0
  Ba/F3 V617F tox: 1.5
  RBBP9 inh: -6.2
  p47phox inh: -2.3
  Tb hexokinase: -9.7
  PGE2 EP2 inh: 7.2
  Furin inh: -26.6
  p97 ATPase inh: 2.4
  BaF3 tox: 2.4
> CCSc1ccccc1C(=O)Nc1ccc([N+](=O)[O-])cc1OC
  PPC-1+TRAIL kill: 13.8
  Ba/F3 V617F tox: -2.9
  RBBP9 inh: -1.5
  p47phox inh: 2.5
  Tb hexokinase: -8.7
  PGE2 EP2 inh: -0.1
  Furin inh: -9.9
  p97 ATPase inh: 3.6
  BaF3 tox: 1.7

Screening data from PubChem BioAssay.

These rows are one share of the data; rates above refer to the full screens.
